Wnt act: Wnt/beta-catenin pathway activation. actives 1.2% (n = 300,000). Wnt/beta-catenin reporter cell assay, activator, plate reader. activation, % at 9.35 µM. AID 743398; in the data active = activation above about 30%, passing the limit was not always enough; inconclusive = no clear call, values can overlap the other calls;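 also: 0% = neutral control wells and 100% = positive control wells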
SR-BI DiI inh: blocks mouse SR-BI lipid uptake from DiI-HDL; AID 488896; ldlA[mSR-BI] CHO cells, DiI-HDL uptake fluorescence, 3 h; inhibition, % at 12.5 µM; Q61009; actives 0.96% (n = 320,000);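 active = mean replicate inhibition of at least 70% and a set share of replicates each scoring 70 or more; inconclusive = meets just one of the two criteria; inactive = fails both criteria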;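 also: 0% = median of neutral control wells and 100% = median of positive control wells; values of inactives mirror those of a sister screen read the other way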
Target sequence (Q61009 whole entry, looked up): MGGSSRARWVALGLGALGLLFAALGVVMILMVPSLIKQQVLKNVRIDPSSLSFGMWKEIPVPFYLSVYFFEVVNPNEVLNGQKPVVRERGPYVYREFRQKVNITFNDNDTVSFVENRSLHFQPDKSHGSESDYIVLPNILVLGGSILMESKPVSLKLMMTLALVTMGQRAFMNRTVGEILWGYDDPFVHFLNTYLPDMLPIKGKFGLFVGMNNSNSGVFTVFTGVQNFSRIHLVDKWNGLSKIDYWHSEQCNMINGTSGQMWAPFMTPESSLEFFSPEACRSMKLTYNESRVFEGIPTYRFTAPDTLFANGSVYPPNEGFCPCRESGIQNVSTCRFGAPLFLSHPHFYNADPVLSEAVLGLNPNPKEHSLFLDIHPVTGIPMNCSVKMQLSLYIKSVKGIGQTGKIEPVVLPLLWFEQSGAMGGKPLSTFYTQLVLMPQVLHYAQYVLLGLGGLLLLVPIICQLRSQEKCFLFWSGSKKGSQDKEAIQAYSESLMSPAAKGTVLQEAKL
CAL PDZ FP-1: CAL PDZ (human) peptide binding inhibition; actives 0.92% (n = 300,000); inhibition, % at 24.9 µM; Q9HD26; AID 602252; purified CAL PDZ, TMR-peptide fluorescence polarization, 1 h;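 active = mean inhibition of at least 30% with at least half of replicates also reaching 30%; inconclusive = no clear call, values can overlap the other calls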;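 also: 0% = DMSO neutral control and 100% = excess unlabeled competitor peptide PRC23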
SR-BI DiI-HDL act: enhances SR-BI lipid uptake from DiI-HDL; CHO ldlA[mSR-BI] cells, DiI-HDL uptake fluorescence, 3 h; 100 = double the neutral-control signal; activation, % at 12.5 µM; actives 0.096% (n = 320,000);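 active = mean replicate activation of at least 60% and every replicate at or above 60%; inconclusive = mean or all-replicate condition met, but not both; inactive = mean below 60% and not all replicates reaching 60%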;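 also: 0% = median plate neutral-control signal and 100% = twice that signal; values of inactives mirror those of a sister screen read the other way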
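Assay system: LDL receptor-deficient CHO ldlA cells overexpressing murine SR-BI / Medium: BSA-supplemented, HEPES-buffered Ham's F12, pH 7.4 / Probe or stimulus: DiI-labelled HDL at 10 µg/mL final / Timing: compound with DiI-HDL co-incubation, 3 h at 37 °C / Technique: bottom-read cell fluorescence after medium removal, ex 550/em 595 nm / Measure: HDL uptake via cellular fluorescence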
AddAB inh: less growth of phage-infected E. coli with AddAB; E. coli expressing H. pylori AddAB, absorbance growth; inhibition, % at 11.9 µM; actives 0.29% (n = 330,000); AID 435030; in the data active = inhibition above about 12%;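 also: 0% = vehicle wells of infected cells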
E coli growth: counter-screen for AddAB inhibitors: E. coli growth inhibition; AID 449728; actives 0.27% (n = 330,000); inhibition, % at 11.9 µM; E. coli V3065 growth, OD600 absorbance, 18 h;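 active = inhibition above the campaign's mean inhibition across all tested compounds plus 3 SD, cut at about 9.9% in these data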;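 also: uninfected addAB+ strain grown without phage in ampicillin broth; 0% = DMSO wells and 100% = ciprofloxacin 0.95 µg/ml wells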
Tat transport: E. coli Tat transport inhibition; E. coli MC4100 TorA-mCherry Tat export, fluorescence; inhibition, % at 10 µM; actives 0.036% (n = 340,000); AID 488895;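 active = mean replicate inhibition at least 50% and at least half of replicates individually reaching 50%; inconclusive = only one of the two criteria met; inactive = neither criterion met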;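 also: exported cargo escapes ClpAP degradation while cytoplasmic cargo is degraded and loses fluorescence; 0% = median of neutral control wells and 100% = median of NaSCN control wells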
MITF act: MITF TRPM1 promoter activation in melanoma cells. AID 588334. activation, % at 12.5 µM. SK-MEL-5 TRPM1-promoter luciferase, 24 h; % of positive control, neutral wells = 0. actives 0.75% (n = 300,000);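 active = mean activation of at least 80% with every replicate also reaching 80%; inconclusive = mean reaches 80% but some replicate falls short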;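 also: 0% = neutral control wells and 100% = parthenolide positive control wells; values of inactives mirror those of a sister screen read the other way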
CAL PDZ FP-2: human CAL PDZ-peptide interaction inhibition; Q9HD26; purified CAL PDZ, TMR-peptide fluorescence polarization, 1 h; inhibition, % at 20 µM; actives 0.02% (n = 330,000); AID 504414;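 active = highest replicate inhibition of at least 40%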;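 also: plate controls were DMSO neutral control wells for no effect and unlabeled competitor peptide control wells for full effect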
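Test system: tagged CAL PDZ domain / Buffer or medium: sodium phosphate/NaCl buffer pH 7.4 with TCEP, IgG, Thesit / Reagent: TMR-labelled reporter peptide T*-PRC34 bound in PDZ groove / Compound dosing: single point, 20 µM / Schedule: 1 h incubation at room temperature before polarization reading / Technique: fluorescence polarization (mP) / Benchmarks: unlabelled peptide, DMSO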
phage Ecoli inh: E. coli growth loss with phage present. growth absorbance. inhibition, % at 11.9 µM. actives 0.26% (n = 360,000). AID 651602; in the data active = inhibition above about 11%
An asterisk follows results filed as active; ? = inconclusive; nt = not tested or not shown; & = joins results of further samples.

SMILES | Wnt act | SR-BI DiI inh | CAL PDZ FP-1 | SR-BI DiI-HDL act | AddAB inh | E coli growth | Tat transport | MITF act | CAL PDZ FP-2 | phage Ecoli inh
COC(CNC(=O)c1ccc2c(=O)n(Cc3ccc4c(c3)OCO4)c(=S)[nH]c2c1)OC | -1 | 1 | 5 | -1 | nt | nt | -3 | -3 | -1.0 | 1.4
CCOc1ccc(-n2nnc3c(=O)n(CC(=O)N4CCCc5ccccc54)cnc32)cc1 | -3 | 43 | -2 | -43 | 0.0 | -0.3 | 0 | 11 | -1.6 | -1.1
O=C(O)c1cc(N/N=C/c2ccc(-c3ccccc3)cc2)ccc1Cl | 48* | nt | -5 | nt | nt | nt | -3 | 8 | 1.0 | -1.1
OC[C@@H](O)[C@H](O)C(/C=N/Nc1ccccc1)=N\Nc1ccccc1 | 2 | 11 | -2 | -11 | 0.3 | -0.2 | 5 | -3 | 0.6 | -1.9
Cc1noc(C)c1COc1ccc(C(=O)NCCc2ccc(S(N)(=O)=O)cc2)cc1 | -2 | 29 | -3 | -29 | 0.1 | -2.3 | 3 | 0 | -2.2 | 3.2
Cc1ccc(NC(=O)Cn2nnc(C(=O)NCc3ccco3)c2N)cc1 | -3 | -6 | 0 | 6 | 3.4 | -0.9 | 2 | nt | -1.3 | 1.7
C(=N\n1cnnc1)/c1cccc(Oc2ccccc2)c1 | -2 | -2 | -3 | 2 | 1.4 | 2.3 | -6 | 11 | -0.3 | 0.4
CCCCCCCCCC(=O)N/N=C(\C)c1cccnc1 | 0 | -20 | -6 | 20 | 1.1 | -0.8 | -3 | -10 | 2.0 | 0.9
CCc1nnc(NC(=O)CCC(=O)N2CCN(S(=O)(=O)c3ccc(OC)cc3)CC2)s1 | -1 | -8 | 2 | 8 | 2.5 | 1.2 | -2 | 1 | -1.5 | 1.9
CN1CCN(CCCNC(=O)C2CC(=O)N(C3CCCCC3)C2)CC1 (centres undefined) | nt | -3 | -2 | 3 | -0.9 | -2.4 | -3 | -1 | -0.7 | 0.7
Cc1ccc(C2CC(=O)C(C=NCCN3CCN(CC(=O)Nc4cc(C)cc(C)c4)CC3)=C(O)C2)cc1 (centres undefined) | -2 | 8&35 | -10 | -8&-35 | nt | nt | -12&8 | 23 | -2.1 | 5.5
O=C(c1ccco1)N1CCN(Cc2nc(Cc3ccccc3)no2)CC1 | -2 | -10 | -2 | 10 | 1.3 | -0.8 | 0 | -8 | -2.2 | 2.2
CC1(c2cccc3ccccc23)NC(=O)N(CC(=O)NC2CCS(=O)(=O)C2)C1=O (centres undefined) | nt | 20 | -3 | -20 | 1.8 | -2.1 | 0 | -1 | -1.9 | 3.6
O=C(C1Cc2ccccc2CN1S(=O)(=O)c1cccs1)N1CCCCCC1 (centres undefined) | -4 | -17 | nt | 17 | -2.7 | -3.0 | -9 | nt | 0.4 | 2.9
O=c1ccn([C@@H]2O[C@H](COS(=O)(=O)O)[C@@H](O)[C@H]2O)c(=O)[nH]1 | -1 | -18 | 1 | 18 | 1.2 | -0.6 | 0 | 10 | -1.7 | 4.3
Cc1ccc(S(=O)(=O)N2CCN(C(=O)COC(=O)c3ccc(Cl)c(S(N)(=O)=O)c3)CC2)c(C)c1 | -4 | 58 | 1 | -58 | nt | nt | 5 | 10 | -0.4 | 2.3
O=C(CCc1ccccc1)N1CCCC(Nc2ccc(F)cc2)C1 (centres undefined) | -1 | -3 | -1 | nt | -1.1 | -0.9 | -1 | 3 | -0.7 | -1.0
Cc1ccc(C)c(OCCC(=O)OCC(=O)Nc2ccc(Cl)cn2)c1 | 1 | 0 | 4 | 0 | 1.7 | -0.1 | 2 | -9 | -2.4 | 2.7
C[C@]12c3[nH]c4cc(-c5ccco5)ccc4c3CCN1C(=O)[C@@H](CC(=O)NCCCn1ccnc1)C[C@@H]2C(=O)N1CCCCC1 | -1 | 22 | 2 | -22 | -2.7 | -1.6 | 15 | 8 | -0.9 | 0.1
CC1CCCCC1NC(=O)COC(=O)c1ccc(S(=O)(=O)N2CCOCC2)cc1 (centres undefined) | nt | -4 | -2 | 4 | 1.1 | 0.4 | 15 | 1 | nt | -0.4
Nc1c2c(=O)[nH]c(O)cc2nn1-c1ccccc1 | -1 | -1 | nt | 1 | nt | nt | -17 | -8 | -0.5 | 2.1
O=c1[nH]nc(Cc2ccc(-c3ccc(Cl)cc3)o2)c2ccccc12 | 5 | 15 | 13 | -15 | 3.9 | 1.3 | 1 | -5 | 0.9 | 2.8
COc1cc(C(=O)CCc2ccc3c(c2)OCO3)cc(OC)c1OC | -2 | 43 | -6 | -43 | nt | nt | 10 | -4 | -0.1 | 3.9
Cc1nc(NC(=O)CSc2nnnn2Cc2ccccc2)sc1C | 0 | 1 | 4 | -1 | -0.7 | -0.4 | 4 | 6 | -2.6 | 3.2
Cc1cc(C)nc(SCc2nc3nc(C)cc(C)n3c2Br)n1 | nt | 28 | 1 | -28 | 0.4 | 1.2 | 5 | 13 | -2.3 | 2.2
CC(=O)N1CCN(CC(=O)Nc2ccc([N+](=O)[O-])cc2Br)CC1 | -1 | 8 | -2 | -8 | -0.9 | 0.7 | -1 | -12 | -0.4 | 0.6
COc1cccc(NC(=O)c2ccc[n+](C)c2)c1 | -1 | -6 | 3 | 6 | -1.7 | -0.9 | 4 | 0 | 1.1 | 1.9
O=C(Nc1ccc2c(c1)OCO2)C1CC(c2ccc(Cl)cc2)=NO1 (centres undefined) | nt | 0 | -2 | 0 | 1.7 | -1.2 | -3 | 11 | -0.9 | 2.5
COC(=O)c1c(SCc2ccc(C#N)cc2)nc(=O)[nH]c1C | -2 | -6 | 2 | 6 | 2.5 | -1.5 | 1 | 5 | -0.6 | 4.8
CN(C)c1ccnc(SCc2ccccc2Cl)c1C#N | nt | 6 | nt | -6 | 2.8 | -1.0 | 8 | -2 | -2.1 | 4.8
CCCSc1sc(C(=O)OC)c(-c2cccs2)c1C#N | -2 | 6 | -3 | -6 | 0.3 | 0.2 | 5 | nt | -1.2 | -1.3
COc1ccc(N(CC(=O)Nc2c(C)n(C)n(-c3ccccc3)c2=O)S(=O)(=O)c2ccc(C)cc2)cc1OC | -2 | -8 | -3 | 8 | -0.7 | -2.1 | 0 | -9 | 0.8 | 0.4
Cc1c(OC(C)C(=O)NCc2ccncc2)ccc2c3c(c(=O)oc12)CCC3 (centres undefined) | -3 | 6 | -4 | -6 | 4.4 | 1.2 | 1 | 10 | -1.8 | 0.0
O=C(O)c1ccc(S(=O)(=O)/N=C2\C=C(Nc3ccccc3F)C(=O)c3ccccc32)cc1 | -2 | 6 | -4 | -6 | 9.3 | 2.5 | -13 | -48 | 1.3 | 13*
COc1ccc(CN2CCC(n3nccc3NC(=O)C3CC3)CC2)c(OC)c1OC | -1 | -22 | 71* | 22 | 1.0 | -0.5 | -1 | -3 | 0.2 | 1.3
CCOC(=O)C1=C(C)NC(=S)NC1c1ccc(OCC(=O)N2CCCCC2)cc1 (centres undefined) | -2 | 73* | -3 | -73 | 1.7 | 0.7 | 4 | -2 | 0.5 | -0.8
Cc1cccc(NC(=O)Nc2ccncc2)c1 | nt | 1 | -7 | -1 | 4.2 | 1.0 | 23 | 21 | -4.1 | 3.4
Cc1ccc2c(CN(C)Cc3cccc(F)c3)cc(=O)oc2c1 | 0 | 17 | -1 | -17 | -1.1 | 4.3 | 1 | 88* | -1.1 | 0.1
CC(=O)Nc1cccc(-c2nc3ccccc3s2)c1 | 12 | 36 | 25 | -36 | 3.1 | 1.0 | -6 | 20 | -1.8 | 5.2
CCOC(=O)c1cnc(Nc2nc3ccccc3o2)nc1CN1CCN(C)CC1 | nt | 11 | 1 | -11 | nt | nt | -7 | nt | -3.8 | 1.2

Taken from above.
Wnt act, `O=C(CCc1ccccc1)N1CCCC(Nc2ccc(F)cc2)C1` (centres undefined) → -1
SR-BI DiI-HDL act, `CCCSc1sc(C(=O)OC)c(-c2cccs2)c1C#N` → -6

(cont.)
SMILES | Wnt act | SR-BI DiI inh | CAL PDZ FP-1 | SR-BI DiI-HDL act | AddAB inh | E coli growth | Tat transport | MITF act | CAL PDZ FP-2 | phage Ecoli inh
COc1ccc(NC(=S)NN2C(C)CCCC2C)cc1 (centres undefined) | -1 | -1 | 0 | 1 | 3.8 | 0.9 | -1 | 3 | -1.0 | 3.1
CSc1ccccc1NC(=O)Nc1ccc(F)c(Cl)c1 | nt | 48 | -3 | -48 | 3.6 | 4.0 | 1 | 28 | -2.3 | 5.8
O=C(O)CSC1CC(=O)N(c2cccc(Cl)c2)C1=O (centres undefined) | 18 | -6 | 4 | 6 | 1.8 | -1.3 | -5 | nt | nt | 2.3
O=S(=O)(Nc1nc2ccccc2nc1NCC1CCCO1)c1cccc(Cl)c1 (centres undefined) | -1 | nt | 0 | nt | -0.2 | -2.7 | -2 | 5 | -1.7 | 2.7
CN(Cc1ccccc1)C(=O)c1ccc(NC(=O)Cc2cccc(NC(=O)C3CCCN(C(=O)CCc4ccccc4)C3)c2)cc1 (centres undefined) | -4 | 50 | -1 | -50 | 2.5 | 0.7 | -6 | -27 | -1.8 | 0.5
CC1CC(C)CN(C(=O)C2CCN(S(=O)(=O)c3ccc4c(c3)CC(C)N4C(=O)C3CC3)CC2)C1 (centres undefined) | -1 | -6 | -2 | 6 | 1.9 | -0.4 | -4 | -16 | -1.5 | 3.4
CCCCCn1c(SCCC(C)C)nc2c1c(=O)[nH]c(=O)n2C | nt | 32 | -1 | -32 | 3.5 | -1.8 | 10 | 3 | -2.3 | 1.5
CCOC(=O)c1cnn(-c2ccccc2)c1N | nt | -16 | 2 | 16 | 4.5 | -1.4 | -7 | 9 | -1.6 | 2.0
O=C(NNC(=O)C1CC=CCC1)c1cccc(Br)c1 (centres undefined) | 2 | 6 | nt | -6 | 1.3 | -0.6 | 0 | nt | 4.0 | 3.0
O=C(Nc1ccc2nc3n(c(=O)c2c1)CCCC3)c1cccnc1Cl | -2 | nt | -2 | nt | 3.4 | 0.4 | -8 | 20 | -0.5 | 2.9
CSc1nc(N)nc2c1ncn2C1OC(CO)CC1O (centres undefined) | 6 | -21 | 0 | 21 | nt | nt | -3 | -1 | -0.5 | 2.6
CCC1Nc2ncnc(N3CCN(c4ccccc4)CC3)c2N(Cc2ccc(OC)cc2)C1=O (centres undefined) | -3 | -10 | 0 | 10 | 4.3 | 3.1 | -5 | -13 | 0.1 | 1.0
Cc1cc(N2CCOCC2)nc2ccc(Cl)cc12 | 21 | 26 | 0 | -25 | 1.4 | 2.3 | 3 | ? | -1.7 | -0.4

Screens: PubChem, several laboratories
